Screening data (PubChem BioAssay)
APE1 inh: inhibitors of human APE1 endonuclease | P27695 | recombinant APE1, TAMRA/BHQ-2 abasic DNA cleavage fluorescence | Potency, µM (top dose mostly 65.8 µM), without a hit: at the top dose activity change, negative = inhibition, actives largely listed as inhibitors | 0.35% of 350,000 active | AID 2517;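 further: plate controls were vehicle for no effect and reference inhibitor for full effect; nearly all actives have a fitted effect of over 55% in size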
Target sequence (P27695 whole entry, looked up): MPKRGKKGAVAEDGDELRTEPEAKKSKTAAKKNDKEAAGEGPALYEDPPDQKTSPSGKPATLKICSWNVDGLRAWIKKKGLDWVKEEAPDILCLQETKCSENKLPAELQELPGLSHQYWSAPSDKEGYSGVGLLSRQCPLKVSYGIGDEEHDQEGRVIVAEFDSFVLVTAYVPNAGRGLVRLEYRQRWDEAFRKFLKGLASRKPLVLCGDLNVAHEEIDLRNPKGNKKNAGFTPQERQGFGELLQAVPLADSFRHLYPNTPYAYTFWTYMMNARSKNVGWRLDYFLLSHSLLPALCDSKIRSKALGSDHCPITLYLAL
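0.75 nM APE1 + cpd, 15 min RT; start w/ 50 nM TAMRA/BHQ-2 THF-abasic dsDNA; kinetic fluor 525/598 nm ×3 reads @60 s; Δ(read3−read1); normalized to DMSO and NSC13755 control wells.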
BLM helicase inh: Bloom syndrome helicase (human) inhibition. P54132. recombinant BLM DNA unwinding, fluorescence dequenching. Potency, µM (series often up to 56.1 µM), for inactives: top-dose activity change, negative = inhibition, hits mostly inhibitors. 0.2% of 350,000 active. AID 2528;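 further: plate controls were vehicle for no effect and no enzyme for full effect; nearly all actives have a fitted effect of over 35% in size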
Pol beta inh: DNA polymerase beta (human) inhibition; Pol beta primer extension/strand displacement, fluorescence kinetic; Potency, µM (highest dose often 114 µM), inactives show at the highest dose activity change, negative = inhibition, most hits filed as inhibitors; 1.3% of 340,000 active; further: on the % scale 0 is the no-effect control and ±100 the full control effect
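Values derive from four-parameter Hill fits of normalized kinetic data: reads at 0 and 10 min following addition of 50 nM substrate to 10 nM Pol beta preincubated 15 min with compound.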
G9a inh: blocks human histone lysine methyltransferase G9a. Q96KQ7. G9a H3K9 monomethylation, AlphaScreen, 2 h. Potency, µM (series often up to 102 µM), without a hit: top-dose activity, negative = inhibition, usual class: inhibitors. 8.8% of 350,000 active. AID 504332; further: on the % scale 0 is the no-effect control and ±100 the full control effect; nearly all actives have a fitted effect of over 75% in size
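Quantitative HTS format: methyltransferase activity on a biotin-tagged H3K9 peptide is measured by AlphaScreen, using a rabbit anti-monomethyl-H3K9 antibody with streptavidin donor and anti-IgG acceptor beads. Final levels are 20 nM enzyme, 500 nM peptide, 20 uM SAM; 2 h RT.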
JMJD2A Tudor: inhibitors of human JMJD2A Tudor domain; Potency, µM (titrated, usually from 114 µM), for inactives: top-dose activity change, negative = inhibition, usual class: inhibitors; 4.4% of 390,000 active; AlphaScreen JMJD2A-Tudor / H3K4me3 peptide binding; AID 504339; O75164; further: on the % scale 0 is the no-effect control and ±100 the full control effect; nearly all actives have a fitted effect of over 50% in size
Pol iota inh: inhibitors of human DNA polymerase iota; Pol iota fluorescent replication assay, 10 min; Potency, µM (titrated, usually from 115 µM), without a hit: at the highest dose activity, negative = inhibition, usual class: inhibitors; 1% of 390,000 active; AID 588590
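Fluorescent replication assay read twice, at 0 min and 10 min after adding 50 nM (final) substrate. Enzyme (10 nM) and compounds were first incubated 15 min at room temperature; enzyme-free buffer wells were negative controls.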
BAZ2B inh: BAZ2B (human) inhibition; Potency, µM (doses to about 114 µM), without a hit: at the top dose activity change, negative = inhibition, actives largely listed as inhibitors; 4.4% of 360,000 active; AlphaScreen BAZ2B-H3K14Ac peptide displacement; further: on the % scale 0 is the no-effect control and ±100 the full control effect; nearly all actives have a fitted effect of over 60% in size
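Compounds, titrated to a top concentration of 110 uM, were incubated 30 min at room temperature with preformed BAZ2B/acetyl-K14 H3 peptide complex (50 nM each). Proximity signal was measured by AlphaScreen after 20 min with beads.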
Pol eta inh: inhibitors of human DNA polymerase eta. Q9Y253. recombinant Pol eta, fluorescent DNA replication assay. Potency, µM (series often up to 114 µM), inactives show at the highest dose activity change, negative = inhibition, hits mostly inhibitors. 1.2% of 390,000 active; further: on the % scale 0 is the no-effect control and ±100 the full control effect
Target sequence (Q9Y253 whole entry, looked up): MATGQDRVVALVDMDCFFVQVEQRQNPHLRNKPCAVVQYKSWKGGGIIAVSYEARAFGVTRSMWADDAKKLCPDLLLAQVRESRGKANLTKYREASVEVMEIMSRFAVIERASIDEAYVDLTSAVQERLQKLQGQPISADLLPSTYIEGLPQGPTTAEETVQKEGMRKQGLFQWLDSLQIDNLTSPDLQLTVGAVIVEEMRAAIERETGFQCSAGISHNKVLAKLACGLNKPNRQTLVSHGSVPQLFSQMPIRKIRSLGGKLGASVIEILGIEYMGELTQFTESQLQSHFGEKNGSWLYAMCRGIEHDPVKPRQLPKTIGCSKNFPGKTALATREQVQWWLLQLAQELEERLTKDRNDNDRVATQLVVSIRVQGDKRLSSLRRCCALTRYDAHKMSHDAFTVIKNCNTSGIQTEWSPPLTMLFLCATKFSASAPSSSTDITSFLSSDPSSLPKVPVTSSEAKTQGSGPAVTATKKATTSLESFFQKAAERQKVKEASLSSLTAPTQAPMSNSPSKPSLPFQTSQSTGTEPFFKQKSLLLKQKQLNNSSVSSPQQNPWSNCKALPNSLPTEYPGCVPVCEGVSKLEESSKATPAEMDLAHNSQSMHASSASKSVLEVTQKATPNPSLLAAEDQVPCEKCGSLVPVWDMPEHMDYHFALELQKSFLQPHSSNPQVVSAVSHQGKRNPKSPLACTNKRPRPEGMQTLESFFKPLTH
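Pol eta (10 nM) was preincubated with compounds for 15 min at room temperature, after which fluorescent replication substrate (50 nM final) was added to start the reaction. Fluorescence was read kinetically at 0 and 10 min.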
POLK inh: inhibitors of human DNA polymerase kappa. purified Pol kappa, fluorescent DNA synthesis assay, 10 min. Potency, µM (highest dose often 107 µM), without a hit: top-dose activity, negative = inhibition, actives largely listed as inhibitors. 0.53% of 400,000 active. AID 588579; further: on the % scale 0 is the no-effect control and ±100 the full control effect
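Pol kappa 10 nM + cpd, 15 min RT; start w/ substrate 50 nM final; fluorescence kinetic read, 0 and 10 min. Neg ctrl: buffer, no enzyme.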
* hit, by the source's call; ? = inconclusive; · = not tested or not shown; & = joins results of further samples; [ ] = dose if it differs, or a comment. The call rests on the fitted dose curve; in most records, active means well fitted curve in the direction sought with a large enough effect; inconclusive means small, poorly fitted or top-dose-only effect, or another doubt; inactive means no such curve, though single readings can be large; an effect the other way counts as inactive or inconclusive. Potency means the concentration at half of the fitted maximal effect. A portion of the library. The share of hits here may be higher or lower than overall.

SMILES | APE1 inh | BLM helicase inh | Pol beta inh | G9a inh | JMJD2A Tudor | Pol iota inh | BAZ2B inh | Pol eta inh | POLK inh
O=C(CN(Cc1ccccc1Cl)C(=O)CCC(=O)Nc1nccs1)NCC1CCCO1 (stereo not given) | 16% | -2% | 11% | 4% | 13% | -8% | -13% | -19% | -1%
Cc1cc(OCCN2CCOCC2)nc2ccccc12 | -2% | -5% | 0% | ? | -9% | -1% | -32% | -10% | -7%
Cc1ccc(CNC(=O)C2CCCN(S(=O)(=O)c3c(C)n[nH]c3C)C2)cc1 (stereo not given) | 33%[activator] | -1% | 0% | 25%[12.7 µM] | -2% | 22% | 11% | -3% | -6%
COc1cc(-c2nc3oc4ccccc4c(=O)c3c(=O)n2Cc2ccco2)cc(OC)c1OC | -4% | 2% | 12% | ? | 3%[57.1 µM] | 3% | -2% | -3% | 7%
CCOc1ccc2nc(N3CCCC(C(=O)NCCCN4CC(C)CC(C)C4)C3)sc2c1 (stereo not given) | 52%[activator] | 1% | 33% | 4%[59 µM] | -18% | -6% | -26% | -16% | -7%
CCOCCn1c(SCc2ccc(C)cc2)nc2c1c(=O)[nH]c(=O)n2C | -2% | -1% | 1% | 5% | -15% | -2% | 2% | 0% | -17%
O=C(/C=C\NCC(=O)c1ccccc1)c1ccc(F)cc1 | 0% | -7% | -6% | 11µM* | -20% | -16%[58.9 µM] | -37% | -16% | -14%
CSc1ccc(CNC(=O)CCn2ccc3cc(S(=O)(=O)N4CCCC4)ccc32)cc1 | -7% | -4%&-2% | -4%&40% | 1% | ? | ? | ? | -23%&-16% | 0%&-4%
CCOC(=O)C1CCN(CC(=O)Nc2cc(C)c3c(=O)oc4ccccc4c3n2)CC1 | · | -2% | 10% | -22%[59 µM] | -10% | 5% | -4% | -14% | 0%
Cc1ccc(-n2cccn2)c(CN2CCCC(C(=O)c3sccc3C)C2)c1 (stereo not given) | -2% | 4% | 7% | ? | -4% | 32%[activator] | -2% | -21% | -2%
CCc1c(C)nc2ncnn2c1N1CCC(C(=O)NCc2ccc3c(c2)OCO3)CC1 | -8% | 0% | 19% | -18% | -20% | 0%[58.9 µM] | -4% | -11% | -1%
COc1ccc(NC(=O)c2sc3nc(N4CCOCC4)c4c(c3c2N)CCCC4)c(OC)c1 | -1% | 2% | 13% | -3% | -14% | 50%[activator] | -4%[57.1 µM] | -18% | -1%
O=C(CN1CCC(n2nnc3cc(F)ccc32)CC1)NCc1ccco1 | ? | 0% | ? | ? | -23% | -21% | 79µM* | 0% | -40%
O=S(=O)(Nc1ccc(-c2ccc(N3CCCC3)nn2)cc1)c1cc(F)ccc1F | · | -4% | -12% | -6%[59 µM] | -15% | 5% | -6% | -17% | -12%[60.1 µM]
Cc1ccc(NC(=O)CCC(=O)Nc2ccc(C)cc2)cc1 | 3% | -2% | 33% | 4% | -12% | 171%[activator] | ? | -8% | -6%
Cc1cc(F)ccc1NC(=S)NCCc1ccccc1 | 2% | -9% | 20% | · | -12% | 37%[activator] | -11% | 1% | -12%
Cc1cc(C)n(C(=O)c2ccc([N+](=O)[O-])c(Cl)c2)n1 | 0% | -4% | -11% | ? | -9% | 17% | -25% | -18% | -14%
Cn1c(=O)c2c(nc(CN3CCOCC3)n2CCCO)n(C)c1=O | 13% | 2% | 4% | ? | -9% | 3% | 10% | -14% | 4%
COc1cc2[nH]c(=O)n(CCCCCC(=O)NC3CCCC3)c(=O)c2cc1OC | 54%[activator] | -2% | 34% | ? | -2% | -12% | -2% | -13% | 5%
Cc1ccc(C)c(S(=O)(=O)N2CCN(C(=O)CNC(=O)c3ccc4ccccc4c3)CC2)c1 | 2% | · | · | 4%[0.501 µM] | -21% | 12% | 8% | -7% | -22%
Cc1scc(C(=O)N2CCN(c3ccc(Cl)cc3)CC2)c1C | -1% | -16% | -7% | ? | -29% | 133%[activator] | ? | -5% | -1%
CCN(CC)C(=O)COC(=O)c1cc(-c2ccc(OC)cc2)nc2ccccc12 | -6% | -4% | 25% | 30%[59 µM] | 26% | -4% | 25% | 0% | -14%
C=CCNC(=O)C(=O)NCC1CCCN1S(=O)(=O)c1cccs1 (stereo not given) | 8% | · | · | -19% | -16% | 32%[activator] | -1% | -21% | -11%
O=C(NCC1(c2ccccc2)CCCC1)c1ccccc1Br | 0% | -2% | 0% | 21%[59 µM] | -3% | 131%[activator] | 2% | -19% | -6%
COc1ccc(CCn2c(=O)c3cccnc3n(Cc3ccc([N+](=O)[O-])cc3)c2=O)cc1OC | -10% | 1% | 4% | ? | -14% | 25% | -23% | 0% | -8%
Cc1cc(C)cc(NC(=O)Cn2c(=O)n(-c3cc(C)cc(C)c3)c(=O)c3oc4ccccc4c32)c1 | · | -10% | 31% | -9%[59 µM] | -17% | -1% | -14% | 2% | -7%
O=C1c2ccccc2C(=O)N1c1cccc(-c2csc(Nc3ccc4c(c3)OCO4)n2)c1 | -9% | -12% | 28µM* | 8.9µM* | · | · | ? | · | ·
CCn1c(SCC(=O)NC2=NCCS2)nnc1C(C)NC(=O)c1ccc(Cl)cc1 (stereo not given) | 6% | -3% | 28% | -23% | -18% | -9% | -5% | -7% | -10%
COC(=O)[C@@H]1CC2=CC(=O)CC[C@]2(C)[C@@]23O[C@@H]2C[C@@]2(C)[C@H](CC[C@@]24CCC(=O)O4)[C@@H]13 | 13% | 5% | · | 30%[59 µM] | · | · | · | · | -15%[60.1 µM]
CC(=O)CSc1nnc(-c2ccc(S(=O)(=O)N3CCC(C)CC3)cc2)o1 | · | · | · | · | -7% | 35%[activator] | · | -15% | -5%
Cc1ccn2c(=O)nc(SCC(=O)NCCc3ccccc3)nc2c1 | 21% | · | · | -4% | -8% | -18% | 5% | -14% | 1%
COc1ccc(N2CCN(C(=O)NCc3noc4ccccc34)CC2)cc1 | · | 2% | 50% | ? | -18% | 4% | ? | 3% | 0%
Cc1nc2scc(C)n2c(=O)c1S(=O)(=O)Nc1cccc(C(F)(F)F)c1 | · | -6% | 4% | -9%[59 µM] | -10% | 30%[activator] | ? | -10% | -28%
OCCN1CCOCCN(CCO)CCOCC1 | 0% | 2% | -9% | ? | 22µM* | -2% | -1% | -8% | -11%
O=C(CN1CCCCCC1)Nc1ccc([N+](=O)[O-])cc1Br | 14% | -2% | 2% | ? | ? | 14% | -34% | -3% | -16%
Cc1ccc2c(c1)N(C(=O)CCC(=O)N1CCCCC1)CCO2 | 30% | -1% | -30% | 33%[activator] | -7% | -2% | -5% | -8% | 10%
COc1ccc(NC(=S)N2CCN(C(=O)C3CCCO3)CC2)cc1 (stereo not given) | 3% | 0% | 18% | · | -7% | 17% | 1% | 2% | -4%
NNc1nc(-c2ccccc2)cc(-c2ccccc2O)n1 | -1% | -5% | 31% | 7% | ? | 13% | 50µM* | -5% | -10%
C=CCNC(=S)Nc1ccccc1 | 0% | 2% | 13% | 5%[59 µM] | -9% | 8% | -4% | 9% | -10%[60.1 µM]
CCCC(=O)Oc1ccc(C2NC(=O)c3ccccc3O2)cc1 (stereo not given) | 14% | -3% | 27% | -3%[0.501 µM] | -7% | 108%[activator] | 4% | -1% | -8%
O=C1OCC2=C1C(c1ccc3c(c1)OCO3)Sc1ccccc1N2 (stereo not given) | 12% | -7% | 0% | -38%[59 µM] | -25% | 3% | -12% | -9% | -14%
NC(=O)C1CCN(C(=O)c2cc(-c3ccc(Cl)s3)nc3ccccc23)CC1 | 10% | · | · | · | -7% | 3% | · | -3% | -13%
COc1ccc(Cc2nnc(Nc3ccc4c(c3)OCCO4)[nH]c2=O)cc1 | -2% | -1% | -3% | -2% | -9% | -23% | 3% | -18% | -5%
CCOC(=O)Cc1csc(NC(=S)NC(=O)c2ccc(C)cc2)n1 | -5% | -2% | -8%[57.1 µM] | 12% | -15% | 2% | 5% | -16% | 4%
Cc1sc2ncn(CC(=O)NC3CCCCC3)c(=O)c2c1C | 22% | · | · | 8%[12.7 µM] | 0% | -6% | 6% | 3% | -6%
Cc1ccccc1C(=O)NNC(=O)C(=O)N1CCCCC1 | 2% | -4% | -2% | -5%[59 µM] | -26% | -9% | 3% | -17% | -13%
CCN(CC)c1ccc(C=Nc2ccc(C#N)cc2)c(O)c1 | 6% | -2% | -5% | -8%[59 µM] | 6% | 8% | 5% | -4% | -20%
CS(=O)(=O)N(Cc1ccccc1F)c1ccccc1 | 5% | -3% | 3% | 6%[59 µM] | 3% | 4% | 5% | 1% | 4%

Overlap with the part before: four entries, then new ones.
SMILES | APE1 inh | BLM helicase inh | Pol beta inh | G9a inh | JMJD2A Tudor | Pol iota inh | BAZ2B inh | Pol eta inh | POLK inh
Cc1sc2ncn(CC(=O)NC3CCCCC3)c(=O)c2c1C | 22% | · | · | 8%[12.7 µM] | 0% | -6% | 6% | 3% | -6%
Cc1ccccc1C(=O)NNC(=O)C(=O)N1CCCCC1 | 2% | -4% | -2% | -5%[59 µM] | -26% | -9% | 3% | -17% | -13%
CCN(CC)c1ccc(C=Nc2ccc(C#N)cc2)c(O)c1 | 6% | -2% | -5% | -8%[59 µM] | 6% | 8% | 5% | -4% | -20%
CS(=O)(=O)N(Cc1ccccc1F)c1ccccc1 | 5% | -3% | 3% | 6%[59 µM] | 3% | 4% | 5% | 1% | 4%
Cc1nn2c(C(F)(F)F)cc(-c3ccc(Cl)cc3)nc2c1C(=O)N1CCOCC1 | 4% | -2% | 12% | -48%[59 µM] | -5% | -5% | 7% | -9% | -9%
CCCN1CCN(CCCNC(=O)C2CCCN(c3nc4ccc(OCC)cc4s3)C2)CC1 (stereo not given) | -2% | -2% | 5% | 12%[12.7 µM] | -2% | 34%[activator] | -6% | -15% | 6%
O=C1c2cccc(OCC(=O)N3CCCc4ccccc43)c2CCN1Cc1ccc(Br)cc1 | -11% | -4% | 0% | -12% | -18% | -8% | -11% | -19% | -4%
O=C(NC1CC1)c1cc(-c2ccccn2)nc2ccccc12 | -1% | 3% | 14% | 4% | -4% | 9% | 3% | -7% | -2%
CCOC(=O)CN1c2ccccc2NC(=O)CC1C (stereo not given) | 3% | 0% | -1% | 45µM* | -25% | 37%[activator] | 0% | -19% | -5%
